Screening data (PubChem)
NPR2 activator: human GC-B receptor activators, primary screen, HEK293 GC-B cells, cGMP TR-FRET, EC30 CNP; Atrial natriuretic peptide receptor 2 (Homo sapiens), P20594; 0% at EC30 CNP, 100% saturating CNP; activation, % at 10 µM; 370,000 compounds, 0.11% hits;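 active = activation at 10 µM reaching about 35% in either raw or pattern-adjusted values, limit read from the data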
SMARCA2 activ: SMARCA2 (BRM) function activators, primary screen, cell-based, luminescence, high throughput; MG213 cells, MMTV-luciferase reporter, dexamethasone, overnight; activation, % at 9.1 µM; 370,000 compounds, 1% hits; in the data active = activation above about 7.8%;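 note: 0% = vehicle wells and 100% = reference activator wells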
ssDAF12 agonist: S. stercoralis DAF-12 nuclear receptor activators, primary screen, cell-based, luminescence, HEK293, GRIP1 co-expression, lit1-tk-luc; HEK293 ssDAF-12/GRIP1 lit1-tk-luc reporter; % of 3 µM dafachronic acid response; Nuclear hormone receptor DAF-12 (Strongyloides stercoralis); activation, % at 6.8 µM; AID 652126, 2013; 370,000 compounds, 1% hits;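 active = activation above the mean over all tested compounds plus 3 SD, cut at about 0.9% in these data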;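 note: 0% = DMSO-only wells and 100% = 3 µM delta7-dafachronic acid wells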
KLK7 zymogen act: proKLK7 zymogen activators, primary screen, biochemical, fluorescence intensity; 370,000 compounds, 0.9% hits; Kallikrein-7 (Homo sapiens), P49862; activation, % at 7 µM; purified proKLK7, EDANS-DABCYL substrate fluorescence; 100% is mature enzyme control, 0% vehicle;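 active = activation above the mean of all tested compounds plus 3 SD, computed per campaign excluding outliers beyond control limits, cut at about 13% in these data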
Target sequence (P49862 whole entry, looked up): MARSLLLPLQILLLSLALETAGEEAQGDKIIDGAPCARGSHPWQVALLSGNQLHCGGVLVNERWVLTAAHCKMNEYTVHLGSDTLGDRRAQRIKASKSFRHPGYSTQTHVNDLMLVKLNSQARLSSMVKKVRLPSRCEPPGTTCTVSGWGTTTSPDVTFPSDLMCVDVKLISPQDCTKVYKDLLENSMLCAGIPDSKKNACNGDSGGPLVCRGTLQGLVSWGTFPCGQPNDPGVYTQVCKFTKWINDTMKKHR
FXN GAA850 act: FXN promoter activators, primary screen, cell-based, luciferase luminescence, HEK293 lucGAA850; activation, % at 6 µM; HEK293 lucGAA850 FXN promoter luciferase reporter, 24 h; percent of 10 µM SAHA response; 360,000 compounds, 0.56% hits;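 active = activation above the average of all compounds screened plus 3 SD, cutoff fixed separately per campaign, cut at about 7.5% in these data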;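 note: 0% = DMSO wells and 100% = 10 µM SAHA wells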
hgDAF12 agonist: H. glycines DAF-12 receptor agonists, primary screen, cell-based, luminescence, HEK293, GAL4 fusion, UAS-luciferase | Nuclear hormone receptor DAF-12 (Heterodera glycines), GAL4 fusion | HEK293 GAL4-hgDAF12 UAS-luciferase reporter, agonist luminescence; normalized to butyrate control | activation, % at 6.8 µM | 370,000 compounds, 1.8% hits;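 active = activation above a cutoff set at the mean of all screened compounds plus 3 SD, cut at about 10% in these data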;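 note: 0% = DMSO wells and 100% = sodium butyrate wells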
DAX1 inh-1: DAX1 (NR0B1) inhibitors, primary screen, cell-based, HEK293, Gal4-DAX1, luciferase luminescence | Nuclear receptor subfamily 0 group B member 1 (Homo sapiens), P51843 | HEK293 Gal4-DAX1 luciferase reporter | inhibition, % at 6.75 µM | 340,000 compounds, 0.99% hits | AID 504766, 2011;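 active = inhibition above the mean over all tested compounds plus 3 SD, cut at about 4.2% in these data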;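 note: 0% = DAX1-transfected cells with DMSO and 100% = empty-vector control cells with DMSO; inhibition shows as a rise in luminescence from relieved DAX1 repression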
Target sequence (P51843 207-470 limits assumed): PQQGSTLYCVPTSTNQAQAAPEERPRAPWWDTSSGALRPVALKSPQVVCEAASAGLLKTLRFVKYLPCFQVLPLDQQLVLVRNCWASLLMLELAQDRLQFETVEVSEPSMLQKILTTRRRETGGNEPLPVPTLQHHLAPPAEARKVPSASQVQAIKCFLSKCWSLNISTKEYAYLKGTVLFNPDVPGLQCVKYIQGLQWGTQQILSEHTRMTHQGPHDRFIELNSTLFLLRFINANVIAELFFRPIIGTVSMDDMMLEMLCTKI
sPLA2-III inh: human group III sPLA2 inhibitors, primary screen, biochemical, QFRET, BODIPY PC-A2 liposome substrate; Group 3 secretory phospholipase A2 (Homo sapiens), Q9NZ20; QFRET BODIPY PC-A2 liposome hydrolysis, fluorescence; inhibition, % at 12.2 µM; 370,000 compounds, 0.56% hits;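 active = inhibition above mean plus 3 SD of compounds lying within the high and low control bounds, cut at about 19% in these data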;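 note: 0% = median of test compound wells and 100% = no enzyme DMSO wells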
Target sequence (Q9NZ20 whole entry, looked up): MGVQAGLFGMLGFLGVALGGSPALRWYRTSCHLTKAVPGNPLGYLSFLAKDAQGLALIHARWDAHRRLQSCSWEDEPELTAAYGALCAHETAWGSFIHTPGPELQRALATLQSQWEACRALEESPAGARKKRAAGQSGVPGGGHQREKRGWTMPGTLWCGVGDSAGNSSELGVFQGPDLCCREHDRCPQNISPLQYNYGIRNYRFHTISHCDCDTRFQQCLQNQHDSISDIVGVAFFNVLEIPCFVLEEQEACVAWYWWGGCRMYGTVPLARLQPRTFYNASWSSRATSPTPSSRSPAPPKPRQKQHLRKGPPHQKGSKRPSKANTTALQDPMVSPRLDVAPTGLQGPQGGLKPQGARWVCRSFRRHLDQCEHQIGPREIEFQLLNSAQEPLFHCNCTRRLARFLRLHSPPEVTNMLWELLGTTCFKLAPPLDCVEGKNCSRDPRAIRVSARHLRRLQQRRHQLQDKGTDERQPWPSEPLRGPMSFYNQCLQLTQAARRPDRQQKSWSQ
NPR1 activator: GC-A stimulated cGMP production enhancers – HEK293 GC-A cells, cGMP TR-FRET, EC30 ANP, primary screen; activation, % at 10 µM; 370,000 compounds, 0.14% hits; 0% at EC30 ANP, 100% saturating ANP; Atrial natriuretic peptide receptor 1 (Homo sapiens), P16066; in the data active = activation above about 40%
DAX1 inh-2: DAX1 (NR0B1) inhibitors on StAR promoter, primary screen, cell-based, luminescence, SF-1 (NR5A1), full-length DAX-1 | AID 652010, 2013 | HEK293T StAR-luciferase reporter, SF-1/DAX-1 repression relief | inhibition, % at 6.8 µM | 370,000 compounds, 1.1% hits;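 active = inhibition above the mean over all tested compounds plus 3 SD, cut at about 3.6% in these data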;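 note: 0% = DAX-1 cells with DMSO and 100% = cells lacking DAX-1 with DMSO; higher inhibition means more luminescence from relief of DAX-1 repression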
hcDAF12 agonist: H. contortus DAF-12 nuclear receptor activators, primary screen, cell-based, luminescence, HEK293, lit1-tk-luc reporter; AID 652067, 2013; activation, % at 6.8 µM; HEK293 hcDAF-12 lit1-tk-luc reporter; 0% DMSO, 100% Δ7-dafachronic acid; 370,000 compounds, 1.4% hits;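 active = activation above the mean of all tested compounds plus 3 SD, cut at about 5.5% in these data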;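 note: 100% = response to 3 µM Δ7-dafachronic acid high control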
Numbers without * were called inactive; nt = no result given. Rows were taken by chance. About 6.7% of those tested had a hit in this group.

mol	hgDAF12 agonist	DAX1 inh-2	NPR1 activator	SMARCA2 activ	DAX1 inh-1	hcDAF12 agonist	FXN GAA850 act	sPLA2-III inh	ssDAF12 agonist	KLK7 zymogen act	NPR2 activator
CC(=O)/C=C1\OCc2cc(OCc3ccccc3)ccc21	2.9	-1.7	1	-3	nt	-0.5	nt	3	-1.0	-0.5	-2
Oc1cc2c(cc1O)C(c1ccccc1)CNCC2 (configuration not stated)	0.2	0.9	-2	3	0.2	-3.4	2.5	1	-1.4	0.8	1
Cc1ccc(C)c(OCCCCn2cnc3ccccc3c2=O)c1	-1.5	0.9	-5	-3	0.8	-1.6	0.4	0	-1.0	0.8	-6
Cc1ccn2c(=O)c(NC(=O)c3cccs3)c(C)nc2c1	1.0	0.8	2	-1	0.9	0.4	0.0	7	-0.9	0.2	5
CCC(C)n1c(SCC(=O)NC(=O)c2cccn2C)nc2ccccc2c1=O (configuration not stated)	4.8	1.1	-4	-4	0.2	2.5	0.0	1	-0.7	-0.6	4
O=C(NCc1ccccc1)c1cc(C2CCCCN2S(=O)(=O)c2ccccc2)on1 (configuration not stated)	-1.0	-1.7	0	-5	nt	-1.0	0.1	-9	-1.1	-0.3	2
CN1CCc2c(sc(NC(=O)CS(=O)(=O)c3ccccc3)c2C(N)=O)C1	-0.7	-1.0	1	3	1.0	-1.1	3.5	-3	-0.7	0.8	4
COc1ccc(-n2nc(C(=O)NCC(=O)Nc3ccc(F)cc3)c3ccccc3c2=O)cc1	-0.3	0.0	3	1	0.3	-2.1	1.1	-5	-0.8	0.8	-7
Cc1cccc(OCCN2CCOCC2)c1C	-1.1	-0.1	5	1	-0.3	0.3	0.2	10	-0.8	-0.4	5
CCC(C)(C)NC(=O)c1cc(S(=O)(=O)N2CCCCC2)ccc1N1CCOCC1	-4.6	-0.1	2	0	0.3	-1.0	1.7	0	-1.2	-0.1	2
Cc1ccc(OCC(=O)Nc2cccc(O)c2)cc1C	11*	2.2	-1	6	2.6	0.8	0.6	-14	-0.2	0.0	2
Cc1cc(C)cc(NC(=O)CSc2nc3ccncc3[nH]2)c1	-2.5	-0.9	-3	-3	0.3	0.3	0.1	-26	-1.3	0.9	-4
COc1ccc(S(=O)(=O)N2CCC(C(=O)NCC3CC3)CC2)cc1	1.0	-0.2	2	0	1.3	-0.8	2.0	0	-1.3	0.2	1
CCn1c(CNC(=O)c2cccc(C)c2)nnc1SCC(=O)Nc1nnc(C)s1	3.3	-0.1	-2	-4	-0.5	-2.0	0.1	1	-0.9	0.5	4
COC(OC)c1ccnc(-c2ccc(OC(=O)c3ccc(F)cc3)cc2)n1	-1.9	0.6	8	-2	-0.9	-0.7	1.1	1	-1.1	-0.4	6
CN(C/C=C/c1ccccc1[N+](=O)[O-])Cc1ccccc1	-2.0	-0.1	0	-1	0.0	-0.6	-0.7	1	-0.7	0.0	-1
Cn1nnnc1-c1cc(Br)ccc1NC(=O)c1ccccc1	-1.5	-0.1	7	7	0.6	-0.5	-0.2	7	-1.1	-0.4	-16
Cc1cccc(C)c1NC(=O)c1sc(N)nc1-c1ccccc1	-1.6	-0.3	-2	-1	1.6	-1.5	0.8	-4	-1.3	0.2	-1
Fc1cccc(CN2CCN(Cc3nc(CCc4ccccc4)no3)CC2)c1	0.7	0.0	1	-4	-0.4	0.6	-0.3	-7	-0.3	-0.4	1
COc1ccc(S(=O)(=O)N2CCC(C(=O)NCCC(=O)NCCc3cccc(F)c3)CC2)cc1	-1.3	0.9	2	-4	0.2	-1.8	-1.7	-3	-1.9	-0.2	1
Cc1ccc(-n2nc3c(c2NC(=O)c2ccc(OC(C)C)cc2)CS(=O)C3)cc1 (configuration not stated)	-0.5	-0.7	0	-3	-1.4	0.5	-0.1	-3	-1.1	-0.4	5
Fc1ccccc1/C=C1\CCCC2=C1Nc1nnnn1C2c1ccccc1F (configuration not stated)	1.7	0.0	-7	-2	-0.7	-0.5	-0.2	-3	-1.4	-0.1	-2
CS(=O)(=O)c1cccc(C(=O)Nc2cccc(-c3nc4ccccc4[nH]3)c2)c1	-1.8	-1.2	14	4	0.7	0.2	2.4	-15	-0.9	0.4	16
Nc1nc2ncc(C(=O)c3cc(Cl)cc(Cl)c3O)cc2s1	-1.4	0.7	-1	2	-1.6	-0.7	0.5	5	-0.7	0.1	-6
COC(=O)c1sc(N2CCN(c3ccc(Cl)cc3)CC2)nc1N	-1.2	-1.4	5	-6	-1.1	-3.1	1.9	0	-2.1	0.8	-5
CCC(=O)N1CCN=C1SCc1c(F)cccc1Cl	-1.1	0.0	4	3	1.5	-1.1	-0.3	2	-1.0	-0.1	1
Cc1ccc(S(=O)(=O)NCCC(=O)OCC(=O)N(Cc2ccccc2)C(C)(C)C)cc1C	-1.5	0.1	0	-5	-0.4	-2.8	-1.7	-20	-1.4	0.3	0
COc1ccc(CC(=O)Oc2ccc(C(C)(C)C)cc2)cc1S(=O)(=O)N1CCOCC1	1.5	0.2	2	-1	1.8	0.2	-0.9	-6	-1.1	-0.8	9
Cc1cc(Cl)c2oc(C(=O)N(C)CCCCN3CCOCC3)c(C)c2c1	-1.7	-0.2	1	0	0.1	-1.7	3.6	-11	-1.9	0.1	-1
Cc1ccc(S(=O)CCNC(=O)Cc2ccccc2)cc1 (configuration not stated)	0.9	1.1	1	-2	-0.6	-0.4	0.8	-4	-0.7	0.4	4
CCCCN(C)CCCNC(=O)c1cc(-c2cccnc2)nc2ccccc12	1.8	0.3	-1	-1	1.7	-1.6	1.4	-8	-1.0	0.3	-5
O=C(NCCC1CCCCN1S(=O)(=O)c1ccccc1)C(=O)NCc1ccncc1 (configuration not stated)	-1.7	-1.8	1	0	1.1	-1.0	-0.9	-1	-1.2	-0.4	3
COc1ccccc1N(CC(=O)Nc1ccc2c(c1)OCCO2)S(=O)(=O)c1ccc(C)cc1	-1.1	-0.4	2	-4	-1.7	-2.2	-1.7	0	-1.6	0.1	3
COc1ccc(O)c(C(=O)c2cnc3c(c2)c(C)nn3C)c1	-0.1	0.5	3	-2	0.1	-1.0	0.0	-1	-1.0	-0.3	-2
Cc1ccc(Nc2nc(CSc3nnc(-c4ccncc4)n3-c3ccccc3C)cs2)cc1	-5.7	-1.6	-9	-5	-0.8	-4.4	-0.5	-30	-2.3	0.6	-1
C[C@@H](c1ccccc1)N1C[C@@H](COCc2ccccc2)Oc2cc(N3CC[C@H](N(C)C)C3)ccc2S1(=O)=O	3.6	0.3	-15	-2	nt	-1.8	nt	-5	-1.5	-0.6	0
OC[C@H]1O[C@H](OCCc2ccc(O)cc2)[C@H](O)[C@@H](O)[C@@H]1O	0.5	-0.2	-1	0	-1.1	-0.2	-0.3	-11	-1.5	0.4	-2
N#CC1=C(N)N(c2ncn[nH]2)C2=C(C(=O)CCC2)C1c1ccc(F)cc1 (configuration not stated)	-3.1	0.2	-2	-3	-0.4	-2.7	1.2	-1	-1.6	-1.6	0
CCOc1cccc(C2C(C(=O)c3ccc(C)o3)=C(O)C(=O)N2Cc2ccccc2)c1 (configuration not stated)	-0.3	0.1	2	0	-0.1	2.3	2.4	-3	-0.9	0.2	-4
CC1(C)CC(CNCCC(c2ccc(F)cc2)c2ccco2)CCO1 (configuration not stated)	0.2	-0.4	-2	-2	0.4	-2.5	-0.8	3	-1.5	-0.1	-7
CCCNCc1cc(OCC)c(OCC(N)=O)cc1Br	2.6	0.3	-16	2	0.3	0.7	0.1	3	-0.8	-0.2	-14
Cc1cccc(CN2C3=NCCCN3c3ccccc32)c1	1.4	0.0	-43	-2	2.1	-0.9	-1.4	5	-1.8	-0.4	-17
Cc1ccc(S(=O)(=O)N(CC2CO2)c2cc(Cl)ccc2Cl)cc1 (configuration not stated)	-1.2	-0.8	-12	-4	-0.9	-1.5	-1.0	-27	-1.3	0.4	-4
CCOc1ccc(NC(=O)CN2CCN(CC(=O)Nc3ccc4c(c3)OCCO4)CC2)cc1	2.9	-0.8	0	-1	1.2	0.3	1.2	7	-0.4	-0.7	9
Cc1ccc(CNC(=O)COc2cc(O)c3c(c2)OC(C)(C)CC3=O)cc1	-0.7	-1.6	-3	0	2.1	-1.9	-1.4	5	-2.3	-0.1	-8
Cc1ccc(-c2cnc(C(O)c3cccc(C)c3C)[nH]2)cc1 (configuration not stated)	-1.1	-0.4	1	5	nt	-1.1	-2.2	-12	-0.9	0.2	3
O=C1c2ccccc2C(=O)N1CC(O)CN1CCOCC1 (configuration not stated)	-0.7	-0.6	-5	3	-0.4	1.0	-1.1	4	3.9*	0.3	1
Cc1ccccc1-c1ncc(CN2CCN(C3CCCC3)C(CCO)C2)cn1 (configuration not stated)	3.5	-0.2	2	-1	1.6	1.4	0.6	7	-1.7	-0.2	5
CCCCC1CC(CSc2ncn[nH]2)OC1=O (configuration not stated)	-0.8	0.4	0	-1	1.6	-2.1	-0.7	-10	-1.1	0.0	-1
Cc1cc2oc(C(=O)N(Cc3ccccc3)c3ccccn3)cc(=O)c2cc1Cl	-0.7	0.3	-10	-4	nt	1.6	1.4	6	0.1	-0.1	-4

Part of the list above, showing only KLK7 zymogen act and hcDAF12 agonist:
canonical_smiles,KLK7 zymogen act,hcDAF12 agonist
COc1ccccc1N(CC(=O)Nc1ccc2c(c1)OCCO2)S(=O)(=O)c1ccc(C)cc1,0.1,-2.2
COc1ccc(O)c(C(=O)c2cnc3c(c2)c(C)nn3C)c1,-0.3,-1.0
Cc1ccc(Nc2nc(CSc3nnc(-c4ccncc4)n3-c3ccccc3C)cs2)cc1,0.6,-4.4
